High-throughput results from PubChem.
GLS inhibitor – inhibitors of human glutaminase (GLS); GLS enzymatic activity, qHTS titration; Potency, µM (series often up to 45.5 µM), inactives show at the top dose activity change, negative = inhibition, hits mostly inhibitors; hit rate 0.21% among 410,000; further: potency means the concentration at half of the fitted maximal effect; on the % scale 0 is the no-effect control and ±100 the full control effect
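hKGA in 45 mM KH2PO4 (pH 8.2), 0.02% Tween-20 with compound, then 1mM L-Glutamine (stock as added) plus glutamate oxidase/HRP/Amplex red coupling mix. Fluorescence read initially and after 30 min at RT; signal change reflects glutamate formation.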
G9a block – G9a (human) methyltransferase inhibition; Q96KQ7; G9a H3K9 monomethylation, AlphaScreen, 2 h; Potency, µM (top dose mostly 102 µM), for inactives: at the highest dose activity, negative = inhibition, hits mostly inhibitors; hit rate 8.8% among 350,000; AID 504332; further: potency means the concentration at half of the fitted maximal effect; on the % scale 0 is the no-effect control and ±100 the full control effect; nearly all actives have a fitted effect of over 75% in size
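Chemiluminescent proximity detection of H3K9 monomethylation, read after 10 min bead incubation in the dark. Reaction: 20 nM G9a, 500 nM biotin-H3K9 peptide, 20 uM SAM cofactor, 2 h, room temperature, following 15 min enzyme-compound preincubation.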
HP1b chromo inh – inhibitors of HP1-beta chromodomain binding to methylated histone tails; P83916; AlphaScreen HP1-beta / biotin-H3K9me3 peptide binding; Potency, µM (titrated, usually from 114 µM), inactives show top-dose activity change, negative = inhibition, actives largely listed as inhibitors; hit rate 0.56% among 390,000; further: potency means the concentration at half of the fitted maximal effect; nearly all actives have a fitted effect of over 70% in size; inactives centre near 23
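AlphaScreen: HP1-beta (50 nM) preformed 30 min with biotin-H3(1-18)K9me3 peptide (50 nM) in PBS pH 7.4, 0.01% Tween-20. Compound added for 30 min at RT, then streptavidin donor/nickel chelate acceptor beads (10 ug/mL) for 30 min.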
BAZ2B inh – BAZ2B (human) inhibition. Q9UIF8. AlphaScreen BAZ2B-H3K14Ac peptide displacement. Potency, µM (highest dose often 114 µM), without a hit: at the highest dose activity change, negative = inhibition, most hits filed as inhibitors. hit rate 4.4% among 360,000; further: potency means the concentration at half of the fitted maximal effect; on the % scale 0 is the no-effect control and ±100 the full control effect; nearly all actives have a fitted effect of over 60% in size
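In this displacement format the biotinylated H3(5-23) peptide acetylated at Lys14 serves as ligand at 50 nM, with BAZ2B at 50 nM in PBS pH 7.4 containing 0.01% Tween-20. Donor and acceptor beads are 10 ug/mL final.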
RGS4 inh – human RGS4 inhibition; P49798; Transcreener GDP fluorescence polarization, RGS4-accelerated GTP hydrolysis; Potency, µM (titrated, usually from 114 µM), inactives show at the highest dose activity change, negative = inhibition, actives largely listed as inhibitors; hit rate 0.039% among 390,000; AID 504845; further: potency means the concentration at half of the fitted maximal effect; on the % scale 0 is the no-effect control and ±100 the full control effect; nearly all actives have a fitted effect of over 75% in size; some results filed as inactive show a strong effect at the top dose
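MLSMR compounds (23 nl, pin-transferred) preincubated 10 min at room temperature with a 500nM (2x) first reagent, then RGS4 at 900nM (2x) plus Transcreener GDP mix added; fluorescence polarization (620/688 nm) read before and after 90 min at 30 °C.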
ERG-DNA inh – blocks human ERG Ets domain binding to DNA; fluorescence polarization, His-ERG Ets domain / labelled DNA; Potency, µM (series often up to 76.9 µM), for the others: at the highest dose FP activity, negative = inhibition, hits mostly inhibitors; hit rate 0.028% among 370,000; active means well fitted inhibition curve with a large enough effect in the polarisation, with a control signal flat; inconclusive means small, poorly fitted or top-dose-only effect, or effect the other way, or a change in a side signal; inactive means no such curve, though single readings can be large or run the other way; the % refers to the polarisation;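 further: polarization taken with two DNA probes labelled with fluorescein and Texas red; potency means the concentration at half of the fitted maximal effect; % of control where 0% means no effect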
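His-tagged ERG Ets domain (1 uM in the protein solution; 300mM KCl, 50mM Tris-HCl, 1mM EDTA, 1mM DTT, pH 7.5) received compound, then a probe mix of 5 nM fluorescein-DNA and 100nM Texas-615-DNA. Fluorescence polarization was read for both dyes.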
PI4K2A inh – inhibitors of human PI4K2A | hit rate 0.13% among 420,000 | activity change, negative = inhibition, % at 76.9 µM | AID 1346378 | purified PI4K2A, ADP-Glo luminescence, 1 h; stronger effect = lower value | Q9BTU6; in the data active means activity change below about -50%; inconclusive means mostly about -30% to -49%;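 further: -100% = wells without enzyme as full effect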
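Compounds are screened against recombinant PI4K2A using PI as substrate and ATP, the latter dispensed at 300 microM. Reactions run one hour at ambient temperature before ADP-Glo detection; full inhibition defined by wells lacking enzyme.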
JMJD2A Tudor inh – inhibitors of human JMJD2A Tudor domain; AlphaScreen JMJD2A-Tudor / H3K4me3 peptide binding; Potency, µM (highest dose often 114 µM), for the others: top-dose activity change, negative = inhibition, most hits filed as inhibitors; hit rate 4.4% among 390,000; O75164; further: potency means the concentration at half of the fitted maximal effect; on the % scale 0 is the no-effect control and ±100 the full control effect; nearly all actives have a fitted effect of over 50% in size
Target sequence (O75164 whole entry, looked up, the tested form may be a part): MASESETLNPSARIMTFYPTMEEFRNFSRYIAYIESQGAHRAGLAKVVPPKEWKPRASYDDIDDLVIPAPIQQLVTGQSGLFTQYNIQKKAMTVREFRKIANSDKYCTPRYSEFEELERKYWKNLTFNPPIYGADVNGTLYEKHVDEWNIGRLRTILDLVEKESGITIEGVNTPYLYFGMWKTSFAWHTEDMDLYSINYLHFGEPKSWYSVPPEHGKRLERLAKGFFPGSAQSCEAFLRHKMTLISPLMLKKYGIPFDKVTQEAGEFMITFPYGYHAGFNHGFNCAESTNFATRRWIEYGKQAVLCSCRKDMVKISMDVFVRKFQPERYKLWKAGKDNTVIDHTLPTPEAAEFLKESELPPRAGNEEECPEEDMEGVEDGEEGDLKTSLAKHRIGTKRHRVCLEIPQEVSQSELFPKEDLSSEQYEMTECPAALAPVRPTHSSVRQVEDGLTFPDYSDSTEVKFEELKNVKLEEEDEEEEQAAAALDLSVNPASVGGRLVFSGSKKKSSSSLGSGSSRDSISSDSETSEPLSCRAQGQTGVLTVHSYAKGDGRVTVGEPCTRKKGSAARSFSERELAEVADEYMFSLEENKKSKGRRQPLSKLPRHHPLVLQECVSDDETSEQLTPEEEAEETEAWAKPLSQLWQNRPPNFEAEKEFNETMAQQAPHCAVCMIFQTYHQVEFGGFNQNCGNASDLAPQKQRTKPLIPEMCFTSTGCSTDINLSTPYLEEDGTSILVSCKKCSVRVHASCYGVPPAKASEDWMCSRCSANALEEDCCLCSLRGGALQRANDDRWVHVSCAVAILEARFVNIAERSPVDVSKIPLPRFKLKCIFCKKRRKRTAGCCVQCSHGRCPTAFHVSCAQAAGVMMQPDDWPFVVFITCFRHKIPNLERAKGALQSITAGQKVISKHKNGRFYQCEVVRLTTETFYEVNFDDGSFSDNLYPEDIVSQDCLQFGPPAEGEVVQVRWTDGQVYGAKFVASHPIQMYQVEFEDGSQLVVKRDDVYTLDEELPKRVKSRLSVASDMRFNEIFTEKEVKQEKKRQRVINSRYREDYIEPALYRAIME
ALOX12 inh – ALOX12 (human) lipoxygenase inhibition; P18054; purified 12hLO, xylenol orange hydroperoxide absorbance; Potency, µM (highest dose often 108 µM), for inactives: at the top dose activity change, negative = inhibition, usual class: inhibitors; hit rate 1.1% among 580,000; AID 1671190; further: potency means the concentration at half of the fitted maximal effect; on the % scale 0 is the no-effect control and ±100 the full control effect
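Purified human 12hLO at 150 nM in 25 mM Hepes, 0.01% Triton X-100, pH 7.0, preincubated 15 min at room temperature with compound. Reaction started with 40 uM arachidonic acid, 30 min at room temperature. Hydroperoxide measured by Fe-xylenol orange, 573/405 nm absorbance ratio.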
An asterisk follows results filed as active; ? = inconclusive; · = no result given; & = joins results of further samples; [ ] = dose if it differs, or a comment. Unless noted, the call rests on the fitted dose curve; in most records, active means well fitted curve in the direction sought with a large enough effect; inconclusive means small, poorly fitted or top-dose-only effect, or another doubt; inactive means no such curve, though single readings can be large; an effect the other way counts as inactive or inconclusive. An excerpt. The share of hits here may be higher or lower than overall.

GLS inhibitor | G9a block | HP1b chromo inh | BAZ2B inh | RGS4 inh | ERG-DNA inh | PI4K2A inh | JMJD2A Tudor inh | ALOX12 inh | SMILES
-1.3% | 4.5% | -0.4% | -13.1% | 0.3% | 1.5% | 4.5 | -12.7% | -23.4% | CS(=O)(=O)n1nc(NCc2cccs2)nc1NCc1cccs1
-4.5% | 13.4%[59 µM] | 87.7%[activator] | 25.4% | -16.2% | -6.7% | 2.0 | 45.5%[activator] | -0.8% | Cc1nc(-c2ccccc2)cn2c1nc1ccccc12
-8.4% | 1.6% | 32.0% | -24.2% | -1.3% | -0.5% | -3.4 | -18.6% | -15.5% | CCC(C)(C)NC(=O)C(c1cccc(OC)c1OC)N(Cc1ccc(OC)cc1)C(=O)CCC(=O)Nc1cc(C)on1 (stereo unspecified)
0.0% | -38.4% | 24.3% | ? | -2.4%[56.9 µM] | 68.3%[activator] | -0.3 | -19.7% | ? | COc1cc(/C=c2\s/c(=C\C(=O)C(C)(C)C)[nH]c2=O)cc(OC)c1OC
-1.9% | -8.7% | 27.6% | -27.1% | -17.1% | -3.4% | 4.6 | -17.2% | 2.6% | COc1ccc(/C=N/NC(=O)c2cccc(OC(F)(F)C(F)F)c2)c(OC)c1OC
-29.1% | ? | 9.4%[57 µM] | -37.7% | -15.4% | -5.4% | -1.1 | ? | ? | Cc1nc(Nc2ccc(O)cc2)c2c3c(sc2n1)CCCC3
0.5% | · | 38.9% | · | -7.9% | -0.1% | -2.7 | -13.4% | -20.0% | CCC(C)c1ccc(NC(=O)COC(=O)CCNS(=O)(=O)c2cccs2)cc1 (stereo unspecified)
-7.7% | · | 24.4% | · | -24.1% | 23.4% | -3.5 | -19.1% | 49.5%[activator] | COc1ccc(/C=N\NC(=O)c2cccc(F)c2)cc1COc1ccccc1
-0.6% | · | 34.8% | · | 1.3% | -15.4% | -3.1 | -3.4% | -12.6% | CCCCN1C=C(C(C)=O)C(=O)CC1
5.9% | ? | 43.2%[activator] | -20.8% | 3.4% | -10.0% | -1.4 | -6.8% | -6.4% | O=C(/C=C/c1ccccc1)Nc1cc(C(=O)O)cc(C(=O)O)c1
12.8% | -12.9% | 18.9% | -17.6% | -13.9% | -10.4% | -2.2 | -15.1% | 5.1% | O=C1NC(=Nc2ccccc2Cl)S/C1=C\c1ccc(C(=O)O)cc1
-18.3% | 58.8%[activator] | 65.0%[activator] | 28.0% | -6.5% | -17.7% | 5.5 | 13.2% | 40.0%[activator] | CCOC(=O)c1cnc(SCc2cccc(C)c2)nc1N
-22.8% | -3.9%[59 µM] | 34.0% | -4.7% | -8.9% | -1.7% | 0.9 | -12.8% | 14.1% | O=C(CCc1ccc(O)cc1)N/N=C/c1coc2ccccc2c1=O
-7.6% | 0.891µM* | ? | 50.1µM* | 2.4% | -3.6% | 3.2 | 25.1µM* | ? | CCOc1cc(CN2CCN(S(=O)(=O)c3ccc(C)cc3)CC2)ccc1OC
-20.4% | 7.94µM* | 17.2% | 50.1µM* | 16.3% | 6.4% | -11.0 | ? | ? | O=C(O)CC(NCc1ccco1)C(=O)OCC1CCCO1 (stereo unspecified)
-2.2% | 0.4%[59 µM] | 27.0% | 3.3% | -30.2% | -3.2% | 0.9 | -8.6% | -19.6% | COc1cc(OC)cc(C(=O)N(Cc2nc(-c3cccc(C)c3)no2)C(C)C)c1
-1.2% | 14.3%[0.501 µM] | 51.8%[activator] | 5.6% | 2.5% | -1.0% | -0.9 | -14.9% | 4.5% | O=C(c1ccccc1Cc1ccccc1)N1CCN(S(=O)(=O)c2ccc(F)cc2)CC1
-16.1% | -46.5%[2.33 µM] | 141.6%[activator] | 56.6%[activator] | -8.7% | -1.0% | 8.0 | 49.8%[activator] | 0.0% | CCOc1c(S(=O)(=O)N2CCCC2)ccc(Cl)c1Cl
21.0% | ? | ? | -8.7% | ? | -5.0% | 3.1 | ? | ? | CC(C)(C)c1ccc(C(=O)NC(=S)Nc2sc3c(c2C#N)CCC3)cc1
3.1% | -12.0%[12.7 µM] | 0.6% | 10.5% | -38.9% | 13.5% | -6.7 | -6.8% | -0.6% | O=C1CCc2cc(S(=O)(=O)NCCc3ccc(Cl)cc3)cc3c2N1CC3
1.3% | 5.2%[12.7 µM] | 24.8%[57 µM] | -1.3% | -20.9% | -11.5% | -1.0 | -2.3% | -1.8% | CC1CCc2c(cnc3ncnn23)C1 (stereo unspecified)
16.3% | -34.1%[59 µM] | 58.5%[activator] | -2.3% | -3.1% | 4.3% | -2.1 | -18.7% | 0.0% | COc1cc(/C=N/NC(=O)CCc2c(C)n[nH]c2C)ccc1O
-3.3% | ? | 32.2% | -36.1% | 0.8% | -4.6% | 0.2 | -22.1% | -15.9% | CN(Cc1ccon1)C(=O)CC1C(=O)NCCN1Cc1ccc(Cl)c(F)c1 (stereo unspecified)
-5.9% | 66.4%[activator] | 43.0%[activator] | -15.9%[57.1 µM] | -4.4% | -0.6% | -3.0 | -9.4% | -1.3% | O=C(CSc1ccc(F)cc1)Nc1ccc2c(c1)C(=O)NC2=O
-0.5% | 27.0%[59 µM] | 18.2% | -34.6% | -13.2% | -4.4% | -0.7 | -1.1% | 35.1%[activator] | COc1ccc(N(CCCN2C(=O)c3cccc4cccc(c34)C2=O)C(=O)c2cccc(OC)c2)cc1
-6.2% | 6.5%[59 µM] | ? | -13.8% | 7.2% | -0.7% | -12.1 | -11.0% | -13.5% | CCN(CC)c1nn2c(=O)c(C(=O)NCc3cccc(C)c3)cnc2s1
-9.7% | 9.1% | 36.0%[activator] | -10.7% | -11.6% | 8.0% | 1.8 | -6.7% | -9.5% | Cc1ccc(-c2cc(C(=O)N3CCCCCC3)no2)cc1
0.5% | · | 25.0% | -10.3% | 11.6% | 6.1% | 2.8 | -22.0% | 0.3% | CCC(C)CN1CCC(CO)(Cc2ccccc2Cl)CC1 (stereo unspecified)
6.2% | · | 21.2% | -4.0% | -34.1% | 6.0% | 4.2 | -21.0% | 17.6% | CC1CCCCC1NC(=O)CCNS(=O)(=O)c1ccc2c(c1)CCC(=O)N2 (stereo unspecified)
9.9% | -52.1% | 23.1% | -30.8% | 19.1%[11.4 µM] | 10.8% | 2.1 | -19.1%[11.4 µM] | 2.6% | COc1ccc(/C=C2\SC(=S)N(CCCC(=O)Nc3ccc(O)cc3)C2=O)cc1
-0.2% | -1.3% | 9.4% | 6.9% | 5.9% | 9.7% | -4.1 | -2.2% | -5.1% | CNCc1ccccc1OCC(=O)Nc1ccccc1OC
-4.1% | 2.1%[59 µM] | -16.2% | -2.6% | ? | 1.3% | 3.8 | ? | 16.4% | COc1ccc(C(C)=O)cc1CC(=O)N(Cc1ccccc1)c1ccccc1
9.6% | · | 3.1% | · | -24.8% | 6.2% | 1.4 | -27.3% | 0.0% | CCOC(=O)c1cnc(Nc2nc3ccccc3o2)nc1CSc1nnc(C)s1
-22.3% | 43.8% | 82.5%[activator] | -14.8% | -21.5%[56.9 µM] | -2.5% | 10.6 | -10.3% | -0.1% | O=C(Cn1cnc(S(=O)(=O)N2CCOCC2)c1)Nc1ccc(OC(F)(F)F)cc1
-1.2% | -9.5%[59 µM] | 15.9% | -13.9% | -7.2% | 2.5% | -3.5 | ? | -6.3% | CCOc1ccc(-c2noc(CSc3nnc(Cc4ccccc4)n3-c3cccc(C)c3)n2)cc1
-0.2% | 1.5%[59 µM] | 36.7% | 3.3% | 23.5% | ? | -3.5 | 8.2% | -12.7% | Cc1ccc2nc(-c3ccc(NC(=O)Cc4ccccc4)cc3)sc2c1
? | 10µM* | 12.6µM* | 7.08µM* | ? | 62.8%[activator] | -16.1 | 7.94µM* | 15.8µM* | CC(=O)N(\C=C/C=C/C=C1\Sc2ccccc2C1=O)c1ccccc1
-3.1% | -3.5%[59 µM] | 46.1%[activator] | -31.9% | -23.0% | 3.0% | -5.3 | -29.2% | -24.8%&-17.7% | Cc1ccc2c(=O)cc(C(=O)Nc3ccc(S(=O)(=O)Nc4nc(C)cc(C)n4)cc3)oc2c1
1.4% | -6.2%[59 µM] | 15.4% | -8.4% | -5.1% | 2.9% | 2.8 | -22.5% | ? | Cc1cccc(OCCCC(=O)Nc2sc3c(c2C(N)=O)CCC(C)C3)c1 (stereo unspecified)
? | 1.5%[59 µM] | 24.7%[57 µM] | 4.4% | 19.2% | -1.5% | 0.3 | 0.3% | -9.4% | Cc1cccc(CCNC(=O)c2ccc3c(c2)nc2n3CCCCC2)c1
0.8% | 7.4% | 41.4% | 6.9% | -15.0% | 7.9% | -4.5 | -6.0% | 0.0% | COC(=O)c1ccc(Cn2nc(-c3ccccc3)ccc2=O)cc1
-8.0% | -22.3%[59 µM] | 39.4%[activator] | 2.0% | -13.9% | 0.6% | -1.0 | -3.7% | -23.2% | CCCCN(CCCC)S(=O)(=O)c1ccc2oc(C(=O)NCc3ccc(C)cc3)c(C)c2c1
7.3% | 6.2%[2.33 µM] | 15.3% | 10.7% | 23.1% | -1.1% | -0.2 | -2.3% | -14.2% | COC(=O)CSc1nnc(-c2ccncc2)n1N
5.9% | -19.6%[59 µM] | 15.9% | 1.4% | 21.9% | 0.9% | -0.2 | -5.5% | -0.6% | COc1ccc(Cl)cc1NC(=O)CSc1nc2c(oc3ccccc32)c(=O)n1Cc1ccco1
